PKA-R1A activ: PKA-R1A complex activation | P00514+P68181 | PKA-R1A dissociation, Cy5-IP20 fluorescence polarization; scaled: DMSO 0%, 113 µM cGMP 100% | activation, % at 11.4 µM | 340,000 tested, 0.083% active;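 active = percent activation above the mean of all tested compounds plus 3 SD, cut at about 19% in these data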;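 note: higher means more PKAc released from R1A so a rise in polarization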
SUMO Mot1 rescue: inhibitors of SUMOylation pathway: yeast Mot1-301 growth rescue | S. cerevisiae Mot1-301 growth rescue, ATP luminescence, 38.5C; percent above DMSO median, 100 means doubled | growth rescue, % at 18.8 µM | 320,000 tested, 1% active;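 active = every valid replicate shows activation above 250% relative to neutral control wells; inactive = the rest, any valid replicate at or below 250%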;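 note: OY570 slx delta 5 strain wells were the positive control but not used for scaling; some compounds called inactive have numbers as strong as hits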
SR-BI uptake up: activators of SR-BI mediated HDL lipid uptake. activation, % at 12.5 µM. 320,000 tested, 0.096% active. CHO ldlA[mSR-BI] cells, DiI-HDL uptake fluorescence, 3 h; 100 = double the neutral-control signal;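 active = mean replicate activation of at least 60% and every replicate at or above 60%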;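 note: 0% = median plate neutral-control signal and 100% = twice that signal; values of inactives mirror those of a sister screen read the other way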
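system = CHO ldlA[mSR-BI] cells, LDL receptor-null, SR-BI overexpressing | medium = Ham's F12 with 0.5% BSA, HEPES 25 mM, pH 7.4 | probe or stimulus = DiI-HDL 10 µg/mL | compound dosing = single-point compound dose | incubation = compound exposure 3 h, 37 °C | technique = DiI fluorescence, bottom read | read-out = cell-associated DiI fluorescence as measure of HDL uptake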
NSD2 HMT inh: inhibitors of human histone methyltransferase NSD2 | 310,000 tested, 0.54% active | inhibition, % at 12.5 µM | O96028 | NSD2 peptide methylation, AlphaScreen, 120 min; in the data active = inhibition above about 50%
CDK5 inh: blocks human CDK5/p35 kinase activity; AID 488839; Recombinant CDK5/p35, ADP-Glo luminescence, 60 min; inhibition, % at 10 µM; 330,000 tested, 0.01% active;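 active = highest replicate inhibition of at least 50% and at least 75% of replicates reaching 50%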;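 note: plate controls were DMSO neutral control for no effect and GW8510 at 10 µM for full effect; many of its hits are not listed in these tables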
Target sequence (Q00535 whole entry, looked up): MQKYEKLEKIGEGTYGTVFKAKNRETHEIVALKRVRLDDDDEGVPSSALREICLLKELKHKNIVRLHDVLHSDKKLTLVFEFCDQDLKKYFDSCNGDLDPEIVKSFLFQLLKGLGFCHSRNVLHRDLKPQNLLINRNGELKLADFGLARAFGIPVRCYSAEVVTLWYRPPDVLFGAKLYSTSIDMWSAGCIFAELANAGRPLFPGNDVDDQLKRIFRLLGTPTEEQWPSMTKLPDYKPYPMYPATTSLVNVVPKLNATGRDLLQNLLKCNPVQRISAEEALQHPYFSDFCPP
Target sequence (Q15078 whole entry, looked up): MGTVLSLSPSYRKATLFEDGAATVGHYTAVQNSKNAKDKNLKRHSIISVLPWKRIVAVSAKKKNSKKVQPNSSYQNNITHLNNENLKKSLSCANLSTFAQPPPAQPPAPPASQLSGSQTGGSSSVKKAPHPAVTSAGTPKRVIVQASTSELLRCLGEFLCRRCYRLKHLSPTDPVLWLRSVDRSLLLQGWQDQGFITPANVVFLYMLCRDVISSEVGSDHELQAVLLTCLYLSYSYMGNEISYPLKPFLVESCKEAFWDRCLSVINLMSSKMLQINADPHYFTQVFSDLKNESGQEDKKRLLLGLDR
dFosB activator: mouse delta FosB homodimer activation; purified delta FosB, TAMRA-CDK5 oligo fluorescence polarization; percent of positive-control signal above neutral wells; activation, % at 25 µM; 340,000 tested, 0.99% active;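 active = mean activation above about 17%, with every replicate also reaching it, limit read from the data, passing the limit was not always enough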;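 note: fluorescence polarization rise as delta FosB binds a TAMRA Cdk5 AP-1 oligo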
MITF TRPM1 HTS: activators of MITF-driven TRPM1 promoter activity in SK-MEL-5 cells | SK-MEL-5 TRPM1-promoter luciferase, 24 h; % of positive control, neutral wells = 0 | activation, % at 12.5 µM | 300,000 tested, 0.75% active | AID 588334;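 active = mean activation of at least 80% with every replicate also reaching 80%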;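 note: 0% = neutral control wells and 100% = parthenolide positive control wells; values of inactives mirror those of a sister screen read the other way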
Arrestin-AP2 inh: inhibitors of human beta-arrestin and AP2 interaction; FITC-arrestin peptide / GST-AP2 beads, flow cytometry; AP2 beta2 appendage carries R879A mutation; inhibition, % at 10 µM; 340,000 tested, 0.31% active;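 active = inhibition above a set limit, near 3 SD of compounds lacking own fluorescence, cut at about 54% in these data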;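 note: plate controls were DMSO wells for no effect and 5 µM unlabelled arrestin peptide for full effect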
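Measured by: flow cytometry, FL1 (488/535 nm); Material: AP2 appendage R879A on GSH beads; Evaluation: percent response; Timing: pre-incubation 12 min, peptide binding 1 h, room temperature; Also added: 50 nM FITC-arrestin peptide; Medium: PBS with 0.05% Tween 20 and 0.1% BSA.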
PKA-R2B act: activators of human PKA-R2B complex; PKA-R2B holoenzyme dissociation, Cy5-IP20 fluorescence polarization; R2B truncated from residue 108, S112A mutant; 0% DMSO only, 100% 113 µM cGMP; activation, % at 11.4 µM; 340,000 tested, 0.079% active;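 active = activation above a cutoff set at the mean over all compounds plus 3 SD, cut at about 18% in these data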;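 note: higher means more holoenzyme dissociation and a rise in polarization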
Target sequence (P31323 whole entry, looked up, other chains not shown, the tested form may be a part): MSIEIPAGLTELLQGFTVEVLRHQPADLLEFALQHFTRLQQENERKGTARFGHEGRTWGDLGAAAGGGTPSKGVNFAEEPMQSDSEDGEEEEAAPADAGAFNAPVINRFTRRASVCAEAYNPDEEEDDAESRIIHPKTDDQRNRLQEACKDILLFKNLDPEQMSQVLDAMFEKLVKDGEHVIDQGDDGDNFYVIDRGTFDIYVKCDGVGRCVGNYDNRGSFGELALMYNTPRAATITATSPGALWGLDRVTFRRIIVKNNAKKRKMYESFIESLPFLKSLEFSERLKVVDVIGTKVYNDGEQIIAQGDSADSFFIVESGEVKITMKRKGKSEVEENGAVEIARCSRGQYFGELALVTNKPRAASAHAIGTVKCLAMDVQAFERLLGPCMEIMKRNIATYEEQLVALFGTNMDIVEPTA
DSG3 Ab inh: blocks pemphigus antibody binding to human desmoglein-3; 310,000 tested, 0.48% active; AID 588358; binding (percent of control), % at 10 µM; DSG3-coupled beads, scFv-anti-DSG3-GFP binding, flow cytometry; stronger effect = lower value; P32926;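 active = binding more than 3 SD below its plate's average and above zero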;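 note: hits lower antibody fragment binding to DSG3; some compounds called inactive have numbers as strong as hits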
SR-BI HDL uptake: blocks mouse SR-BI lipid uptake from DiI-HDL; Q61009; ldlA[mSR-BI] CHO cells, DiI-HDL uptake fluorescence, 3 h; inhibition, % at 12.5 µM; 320,000 tested, 0.96% active; AID 488896;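 active = mean replicate inhibition of at least 70% and a set share of replicates each scoring 70 or more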;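 note: 0% = median of neutral control wells and 100% = median of positive control wells; values of inactives mirror those of a sister screen read the other way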
* = called active by the depositor; nt = not tested or not shown.

SMILES	PKA-R1A activ	SUMO Mot1 rescue	SR-BI uptake up	NSD2 HMT inh	CDK5 inh	dFosB activator	MITF TRPM1 HTS	Arrestin-AP2 inh	PKA-R2B act	DSG3 Ab inh	SR-BI HDL uptake
CCN(CC)S(=O)(=O)c1ccc(Cl)nc1	8	-8	-4	-2	-2.3	3	5	6	-12	104	4
COc1ccc(C(=O)N2CCN(C3CCN(Cc4ccccc4)CC3)CC2)cc1OC	6	-16	18	1	0.5	-7	4	24	-4	100	-18
COc1ccc(-c2cn[nH]c2C)cc1	3	-14	6	1	3.4	1	nt	-15	-9	97	-6
O=S(=O)(c1ccc2c(c1)OCCO2)N1C[C@@H]2C[C@H]1CN2S(=O)(=O)c1c(F)cccc1F	-8	-7	-2	nt	1.8	-4	4	-4	-8	109	1
COc1ccc(NC(=O)C2CCCN2C(=O)Oc2ccccc2)cc1 (configuration not stated)	11	-5	22	-2	1.2	-7	-13	28	-11	104	-22
COc1ccc2c(c1)SC1=NCCS(=O)(=O)N12	0	-20	12	0	-1.2	-2	-3	-4	-13	95	-12
CSc1ccccc1C(=O)OCC(=O)N1CCCC1=O	8	-7	-7	nt	3.3	-2	-5	3	4	104	7
CC(=O)Nc1cccc(C(=O)OC2CCOC2=O)c1 (configuration not stated)	4	-3	19	-4	1.0	-5	1	-1	8	nt	-19
CN(C)S(=O)(=O)c1ccc(C(=O)N2CCN=C2SCc2ccccc2)cc1	8	17	5	-2	-0.9	-5	9	15	2	89	-5
COc1ccc(C(CNC(=O)CSc2ccc(Br)cc2C)N2CCOCC2)cc1 (configuration not stated)	-7	-4	-10	-1	-0.8	-9	-3	-6	-9	104	10
O=c1cc[nH]c2ccc(Cl)cc12	-3	-5	26	nt	1.6	4	nt	4	1	105	-26
COC(=O)c1ccccc1NC(=O)N1CCN(c2ccc(OC)cc2)CC1	3	-2	30	8	0.3	2	0	-2	-3	103	-30
Cc1c(C(=O)NC(=S)Nc2ccc(NC(=O)c3cccs3)cc2)cccc1[N+](=O)[O-]	-9	-8	-56	nt	1.3	2	6	12	-11	102	56
Cc1ccc(C(C)NC(=O)c2ccncc2)cc1C (configuration not stated)	9	3	1	0	0.2	-6	-7	38	1	112	-1
N/C(=N\OC(=O)COc1ccccc1)c1ccncc1	-4	18	4	-2	-1.0	4	40	8	-5	104	-4
Cc1ccc(C(=O)NC(Cc2ccccc2C(F)(F)F)C(=O)O)cc1 (configuration not stated)	2	nt	3	nt	-4.5	6	0	-8	-6	99	-3
CCCOc1ccc(C(C)=O)cc1CC(C(N)=O)C(N)=O	-1	-5	6	135*	0.8	-12	-5	2	2	102	-6
N#Cc1c(N)nc2c(c1-c1ccc(F)cc1)c(=O)nc1sccn12	-9	289	43	-3	-0.3	-15	-3	22	-2	115	-43
CNc1nc(-c2ccc3c(c2)CCN3C(=O)c2cccc(F)c2)cs1	-6	-3	nt	nt	1.9	-6	36	30	-5	98	nt
Cc1ccc(C(C)C)c(OCC(=O)NC2CCN(C)CC2)c1	1	-1	nt	4	1.1	0	-1	-2	-8	108	-27
COc1ccc(N(CC(=O)NCCC2=CCCCC2)S(=O)(=O)c2ccccc2F)cc1	3	-13	13	16	0.3	-4	0	-11	-6	97	-13
COc1ccc(C(=O)OCC(=O)Nc2cc(C)on2)c(OC)c1OC	-18	nt	9	-2	0.0	3	-2	-3	1	90	-9
c1ccc(Nc2nc(NCCN3CCOCC3)nc(Nc3ccccc3)n2)cc1	0	9	-11	3	1.1	12	22	-17	2	94	11
CCOC(=O)C1=C(COC(=O)c2ccccc2OC(F)F)NC(=O)NC1C (configuration not stated)	-1	4	-4	9	-0.6	-3	3	1	2	99	4
C#CCSc1nnc(-c2c[nH]c3ccccc23)n1C	0	6	1	nt	-8.0	-4	nt	6	-4	115	-1
NC(=O)C1CCN(c2nc(-c3ccccc3-c3ccccc3)cs2)CC1	-10	1	-4	nt	-0.5	-4	-8	5	9	97	4
CC(C)NC(=S)NN=C1CCC(c2ccccc2)CC1 (configuration not stated)	-6	-2	-8	3	-5.5	-11	-5	12	-4	101	8
O=C(NCC1CCCC(CNC(=O)N2CCc3ccccc32)C1)N1CCc2ccccc21 (configuration not stated)	7	-4	-65	-2	-1.0	-3	-10	4	2	101	65
O=C(NCc1cccs1)C1CCCN1C(=O)Nc1ccccc1[N+](=O)[O-] (configuration not stated)	-11	8	nt	3	1.0	-11	-5	34	-3	nt	nt
CCCCCCc1cc2cc(C(=O)OCC)c(=O)oc2cc1O	-5	-5	1	-24	-1.3	-7	-3	13	-6	98	-1
COC(=O)c1ccc(NC(=S)N2CCCC2)cc1	-12	-6	-1	2	-5.9	2	nt	-1	-4	104	1
Cc1ccc(NC(=O)N2N=C(c3ccc(F)cc3)CC2c2ccc(F)cc2)cc1 (configuration not stated)	4	-12	6	-1	0.0	-4	-8	0	-6	98	-6
O=C(Nc1ccccc1F)c1ccc(CN2CCc3ccccc3C2)cc1	11	7	-15	1	-0.3	0	nt	-9	2	107	15
COC(=O)/C(C#N)=C/c1ccc(OC(=O)c2ccccn2)cc1	7	3	35	0	-3.1	1	8	5	-6	110	-35
C=CCOc1ccc(/C=N/NC(=O)C(C)Sc2ccccn2)cc1OCC (configuration not stated)	-9	13	3	0	0.9	-12	8	-9	0	85	-3
COc1ccc(N=Nc2cc(C)ccc2O)cc1	2	146	-14	11	-0.5	-1	60	-12	-2	99	14
S=C(Nc1ccc(Cl)cc1)NC1CC2CCC(C1)N2Cc1ccccc1 (configuration not stated)	-5	68	7	4	3.4	1	16	7	-10	95	-7
Cc1ccc(C(=O)CSc2cc(C)nc(SCC(=O)c3ccccc3)n2)cc1	-11	-2	-17	-2	2.1	4	-3	-2	-2	98	17
O=C(N[C@@H]1C/C=C\C[C@@H](CC(=O)N(CCO)Cc2ccccc2)C(=O)N[C@@H](c2ccccc2)COC1=O)OCC1c2ccccc2-c2ccccc21	9	-11	-69	nt	1.5	0	-16	-8	3	97	69
COCCSc1nnc(NC(=O)c2ccc(NC(=O)C(C)C)cc2)s1	-6	0	-30	-4	-1.5	1	3	3	4	95	30
Cc1ccc(C)c(NC(=O)CSc2nnc(C3CCCCC3)o2)c1	-10	-11	18	-4	-4.2	0	14	-3	-5	90	-18
CCN(CC)S(=O)(=O)c1ccc(C)c(NC(=O)COC(=O)CNC(=O)c2ccc(C(C)(C)C)cc2)c1	9	-9	13	-1	-0.5	-7	13	-5	-17	90	-13
CCc1ccc(NC(=O)CN(CC(=O)Nc2ccc(CC)cc2)CC(C)O)cc1 (configuration not stated)	-8	172	-14	3	-0.3	-16	1	-6	-10	103	14
CC(C)C[C@@H](CN)NC(=O)c1nc[nH]c1C(=O)N[C@@H](C)C(=O)CNC[C@H](C)NC(=O)c1nc[nH]c1C(=O)N[C@@H](CC(C)C)C(=O)O	-2	nt	16	nt	-0.7	-7	-8	-13	-1	101	-16
Cc1nn(CCC#N)c(NC(=O)c2ccccc2)c1P(=O)(Nc1ccc(Br)cc1)N1CCOCC1 (configuration not stated)	-6	31	12	-2	-0.8	-1	-2	9	-8	105	-12
Cc1c(N2C(=O)c3ccccc3C2=O)c(=O)n(-c2ccccc2)n1C	-3	12	nt	0	-0.8	-6	-27	-4	-9	110	-12
COc1cc(O)c(C(CC(=O)N2CCN(c3ccccc3)CC2)c2ccc3c(c2)OCO3)c(OC)c1 (configuration not stated)	-3	-7	-28	nt	-0.5	-6	6	-1	-5	101	28
CCOc1ccc(S(=O)(=O)N(C)CC(=O)NC2CCCC2)cc1	-2	15	12	nt	0.3	2	-15	-3	-3	101	-12
CC1(c2ccc([N+](=O)[O-])c(CS(=O)(=O)c3ccccc3)c2)OCCO1	nt	-22	-8	-2	-2.3	2	14	12	nt	122	8
COc1cc(OC)cc(-c2nnc(SCC(=O)Nc3ccc(C(=O)O)cc3)s2)c1	-2	293	14	12	0.3	-21	-7	0	8	100	-14
CCCCCN(C(=O)CCC(=O)OCC(=O)N(CC)c1ccccc1)c1c(N)n(CCCC)c(=O)[nH]c1=O	-12	-1	10	-3	1.3	-3	-8	-2	2	100	-10
COc1ccc(-c2nc3ccccn3c2NCc2ccc3c(c2)OCO3)cc1	2	-3	-25	-8	1.1	-2	45	-3	-2	nt	25
CCOc1ccc2nc(N3CCCCCC3)sc2c1	2	24	3	1	-2.5	-7	64	18	-2	102	-3
O=C(O)c1cc(-c2ccc(Cl)s2)[nH]n1	4	-13	8	3	-1.3	-5	-3	9	-3	91	-8
COc1ccccc1N1CCN(CCCCOc2c(OC)cccc2OC)CC1	-8	171	-7	17	1.1	-2	14	-11	1	101	7
N#CCCN1CCN(S(=O)(=O)c2ccc(S(=O)(=O)NC3CCCC3)cc2)CC1	5	2	4	nt	-2.2	2	nt	-2	2	110	-4
O=C(Cc1ccccc1)Nc1ccccc1C(=O)NCC1CCCO1 (configuration not stated)	-4	97	10	0	0.0	5	6	18	-5	108	-10
COC(=O)C(Cc1c[nH]c2ccccc12)NC(=O)c1ccc2nc[nH]c2c1 (configuration not stated)	0	nt	6	2	-0.9	-8	39	-7	-5	96	-6
Cc1ccc(C)c(/C(O)=C2/C(=O)C(=O)N(CCN3CCOCC3)C2c2ccco2)c1 (configuration not stated)	-7	-15	nt	nt	-0.4	2	1	-2	-17	102	nt

As a short view, some entries already given:
SMILES	PKA-R1A activ	SUMO Mot1 rescue	SR-BI uptake up	NSD2 HMT inh	CDK5 inh	dFosB activator	MITF TRPM1 HTS	Arrestin-AP2 inh	PKA-R2B act	DSG3 Ab inh	SR-BI HDL uptake
CCN(CC)S(=O)(=O)c1ccc(Cl)nc1	8	-8	-4	-2	-2.3	3	5	6	-12	104	4
COc1ccc(C(=O)N2CCN(C3CCN(Cc4ccccc4)CC3)CC2)cc1OC	6	-16	18	1	0.5	-7	4	24	-4	100	-18

Screening data (PubChem BioAssay)
